# Assay outcomes (PubChem BioAssay)
# D1 ag = activates the human D1 dopamine receptor. HEK293 T-REx D1 cells, calcium flux, agonist mode. activation, % at 2 µM. 360,000 tested, 1% active; in the data active = activation above about 30%; also: 0% is about no effect
# Target sequence (P21728 whole entry, looked up): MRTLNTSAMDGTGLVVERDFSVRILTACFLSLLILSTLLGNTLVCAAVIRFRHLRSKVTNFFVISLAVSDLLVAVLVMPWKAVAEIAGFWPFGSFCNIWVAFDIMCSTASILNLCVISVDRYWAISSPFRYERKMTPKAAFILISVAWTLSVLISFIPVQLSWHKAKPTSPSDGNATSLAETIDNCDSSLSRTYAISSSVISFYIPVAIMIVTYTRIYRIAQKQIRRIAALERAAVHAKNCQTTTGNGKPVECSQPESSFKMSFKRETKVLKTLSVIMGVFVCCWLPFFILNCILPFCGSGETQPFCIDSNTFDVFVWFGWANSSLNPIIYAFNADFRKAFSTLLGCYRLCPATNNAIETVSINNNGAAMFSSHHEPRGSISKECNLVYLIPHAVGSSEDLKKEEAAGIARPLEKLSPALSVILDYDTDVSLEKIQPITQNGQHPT
#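 Inducible HEK293 T-REx D1 cells, force-coupled to calcium signalling, were plated at 4000 cells/well with tetracycline and held overnight at 30 C. After no-wash calcium dye loading, compound-evoked calcium rise over 180 s flagged agonists.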
# D2 potentiator = positive allosteric modulators of human D2 dopamine receptor. potentiation, % at 10 µM. 340,000 tested, 0.34% active. AID 485347. HEK293 T-REx D2, calcium flux, EC20 dopamine potentiation;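 active = potentiation over 3 SD above the plate norm, cut at about 30% in these data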; also: 0% is about no effect
# Target sequence (P14416 whole entry, looked up): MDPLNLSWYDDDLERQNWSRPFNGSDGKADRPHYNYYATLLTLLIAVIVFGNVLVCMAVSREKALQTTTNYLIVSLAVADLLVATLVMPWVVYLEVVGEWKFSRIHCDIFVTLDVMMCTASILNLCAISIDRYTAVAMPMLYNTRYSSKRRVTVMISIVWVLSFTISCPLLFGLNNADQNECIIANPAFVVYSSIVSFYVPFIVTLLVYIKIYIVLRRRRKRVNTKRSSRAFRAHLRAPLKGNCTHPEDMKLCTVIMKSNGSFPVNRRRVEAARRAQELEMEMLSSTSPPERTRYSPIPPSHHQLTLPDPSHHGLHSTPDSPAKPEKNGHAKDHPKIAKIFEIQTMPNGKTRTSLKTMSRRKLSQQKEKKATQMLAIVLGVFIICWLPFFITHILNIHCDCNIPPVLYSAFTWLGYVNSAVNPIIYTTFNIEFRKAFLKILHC
#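 Potentiation of an EC20 dopamine calcium response is measured in a force-coupled, tetracycline-inducible Hek293 Trex D2 line. Compound-only kinetic reads over 180 s flag agonists before dopamine addition.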
# Vif-A3F inh = Vif-A3F binding inhibition | HeLa A3F-eYFP + Vif (tagged APOBEC3F with the HIV-1 protein that degrades it), YFP fluorescence increase | Potency, µM (titrated, usually from 46.1 µM), for the others: top-dose activity, negative = active | 390,000 tested, 0.2% active | AID 602313; also: potency is read from the fitted curve at half-maximal effect; % of control where 0% means no effect; nearly all actives have a fitted effect of over 65% in size
#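 HeLa cells stably expressing A3F-eYFP plus Vif, plated and incubated overnight at 37 deg C, then exposed to compounds overnight at 37 deg C. Blocked degradation read as raised yellow fluorescence (Ex 488/Em 500-530).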
# Glioma ERSR ind = ER stress response induction in glioma; U87-MG GRP78 promoter luciferase reporter, 16 h; Potency, µM, inactives show top-dose activation, actives largely listed as activators; 420,000 tested, 0.02% active; also: potency is read from the fitted curve at half-maximal effect; series mostly up to about 76 µM; % of control where 0% means no effect; nearly all actives have a fitted effect of over 35% in size
#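 Stably transfected U87-MG glioma cells carrying a GRP78-based luciferase sensor; 16 h compound incubation. Luminescence end-point read 10 min after Bright-Glo addition at room temperature.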
# D1 potentiator = potentiators of human D1 dopamine receptor. HEK293 TREx D1 cells, calcium flux, dopamine EC20 potentiation. 360,000 tested, 0.036% active. P21728. potentiation, % at 10 µM; in the data active = potentiation above about 30%; also: 0% is about no effect
# D1 antag = blocks dopamine activation of the human D1 receptor; P21728; activity change, negative = inhibition, % at 10 µM; HEK293 TREx D1 cells, calcium flux, dopamine EC80; active compounds read low; 360,000 tested, 3.2% active; in the data active = activity change below about -30%; also: % is scaled to controls: 0 for no effect and ±100 for the full control effect
#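 HEK293 T-REx cells expressing inducible, force-coupled D1 receptor; no-wash Ca dye, 30–90 min RT. Cmpd → 180 s read at 1 Hz → EC80 DA → 180 s read.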
# RXFP1 ag = activates the human relaxin receptor RXFP1; HEK293T-RXFP1 cAMP TR-FRET, 30 min; response scale: percent of porcine relaxin response, buffer zero; Potency, µM (top dose mostly 57.5 µM), for the others: at the highest dose activation, actives largely listed as activators; AID 2676; Q9HBX9; 370,000 tested, 0.3% active; also: potency is read from the fitted curve at half-maximal effect; % is scaled to controls: 0 for no effect and ±100 for the full control effect; nearly all actives have a fitted effect of over 60% in size; many of its hits are not listed in these tables
#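 HEK293 cells stably expressing RXFP1, treated 30 min at 37C with compounds plus PDE4 inhibitor Ro 20174; cAMP measured by HTRF TR-FRET. Normalized to buffer and 29 nM porcine relaxin; EC50 by Hill fit.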
# Vif-A3G inh = Vif-A3G binding inhibition. Potency, µM (highest dose often 46.1 µM), for inactives: at the top dose activity, negative = active, hits mostly inhibitors. HeLa A3G-eYFP + Vif (tagged APOBEC3G with the HIV-1 protein that degrades it), YFP fluorescence, overnight. 410,000 tested, 0.076% active. Q9HC16. AID 602310;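 also: potency is read from the fitted curve at half-maximal effect; % is scaled to controls: 0 for no effect and ±100 for the full control effect; nearly all actives have a fitted effect of over 60% in size; hits raise eYFP signal because A3G escapes Vif-driven loss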
#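 Read-out is eYFP fluorescence (Ex 488/Em 500-530) from Vif-expressing HeLa A3G-eYFP cells; more signal means A3G escaped Vif-mediated degradation. Cells plated overnight, compound pinned in, incubated overnight at 37 deg C.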
# RXFP1 antagonist = blocks the human relaxin receptor RXFP1; Q9HBX9; activity change, negative = inhibition, % at 57.5 µM; HEK293-RXFP1, relaxin-stimulated cAMP HTRF, 30 min; active compounds read low; 350,000 tested, 0.59% active;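 active = activity change of -60% or lower, but not beyond a set lower limit; inconclusive = change between -60% and -40%, or beyond the set limit; inactive = change above -40%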; also: % is scaled to controls: 0 for no effect and ±100 for the full control effect
# The depositor's hits bear a star; ? = inconclusive; . = no result given. Unless noted, calls follow the shape of the dose curve; as a rule, active = well fitted curve in the direction sought with a large enough effect; inconclusive = small, poorly fitted or top-dose-only effect, or another doubt; inactive = no such curve, though single readings can be large; an effect the other way counts as inactive or inconclusive.
item	Structure	D1 ag	D2 potentiator	Vif-A3F inh	Glioma ERSR ind	D1 potentiator	D1 antag	RXFP1 ag	Vif-A3G inh	RXFP1 antagonist
1	Cc1nnc(SCC(=O)c2c(N)n(C)c(=O)n(C)c2=O)[nH]c1=O	2.6	3.7	1.4%	2.1%	-3.0	1.8	5.6%	3.0%	1.6
2	CCOc1ccc(N2C(=O)/C(=C/c3ccc(C)o3)N(C)C2=S)cc1	1.3	8.5	-5.7%	-3.8%	-7.7	-24.1	-0.7%	-5.8%	-39.5
3	COc1ccc2cc(CN(CCCN3CCOCC3)Cc3nnnn3C3CCCC3)c(=O)[nH]c2c1	-1.2	11.4	-2.5%	-2.5%	-4.8	-5.6	2.4%	0.1%	-6.7
4	CC(C)(C)NC(=O)NC(=O)CN1CCN(c2cccc(Cl)c2)CC1	0.1	19.9	2.7%	0.3%	-3.3	2.9	-0.5%	0.9%	?
5	COCC(=O)N/N=C(\C)CC(=O)Nc1ccccc1C(N)=O	-0.3	9.6	3.8%	-4.9%	3.3	-7.5	0.0%	1.4%	-8.9
6	COc1ccc(-c2noc(CSc3nnc(Cc4ccccc4)n3-c3ccc(Cl)cc3)n2)cc1	22.5	-0.4	0.6%	-1.5%	-3.9	3.8	2.9%	5.2%	-15.0
7	O=C1NC(=Nc2ccccc2)/C(=C/c2ccco2)S1	5.6	-18.8	0.4%	1.7%	-10.6	-36.6*	2.3%	-6.4%	-2.6
8	CC(=O)c1ccc(N2Cc3ccccc3/C2=N\C(=O)Nc2ccccc2)cc1	0.1	-1.7	-1.2%	2.9%	-2.6	-11.4	1.6%	-2.9%	3.1
9	CCOC(=O)c1cc(-c2ccccc2C)nn1CC1CC(c2ccc(OC)cc2)=NO1 (stereo not drawn)	9.6	.	2.3%	2.7%	-6.5	.	-0.6%	1.4%	.
10	CC1=C(C(=O)Nc2ccccc2F)C(c2cccs2)C2=C(CCCC2=O)N1 (stereo not drawn)	2.3	-2.4	7.3%	-3.8%	10.2	6.6	1.6%	0.3%	-2.3
11	Cc1ccc(S(=O)(=O)C2(C(=O)N3CCCCC3C)CC2)cc1 (stereo not drawn)	3.9	3.3	-1.4%	-4.2%	-5.4	13.0	0.3%	-0.8%	-9.6
12	CCC(C)(C)NC(=O)C(c1cccs1)N(CC1CCCO1)C(=O)Cn1nnc2ccccc21 (stereo not drawn)	0.2	13.5	-7.3%	-2.3%	0.4	2.6	0.8%	1.2%	0.3
13	O=C(COc1ccc(S(=O)(=O)N2CCCC2)cc1)N1CCCC1	0.9	0.1	10.7%	-3.6%	4.5	7.7	2.6%	-0.5%	-6.0
14	CCC1(CC)NC(=O)N(CC(=O)OCC(=O)Nc2ncc(Cl)cc2Cl)C1=O	0.6	8.8	-3.5%	-2.5%	-15.7	-64.3*	0.9%	-5.4%	-1.8
15	Cc1nc(-c2ccc(F)cc2)c(CC(=O)Nc2ccc(C)c(S(=O)(=O)N3CCOCC3)c2)s1	5.7	-0.7	-3.6%	-3.0%	1.4	7.6	-3.6%	-0.9%	-1.5
16	COc1cccc(-c2nnn(CC(=O)O)n2)c1	3.2	1.6	-5.0%	-4.2%	4.9	1.8	2.5%	-0.8%	-5.4
17	COc1cccc(C(=O)Nc2nnc(-c3ccc(Cl)cc3)o2)c1	12.5	-9.7	1.2%	-0.9%	-4.7	14.6	5.7%	0.5%	.
18	Cc1ccc(CN(c2ccc(C(=O)NCc3ccccn3)cc2)S(C)(=O)=O)cc1	18.7	-5.6	-13.0%	-2.0%	3.1	-4.6	-0.1%	1.0%	18.2
19	CC(C)OC(=O)CN1C(=O)C(C)(C)Oc2ccc(C(=O)NC(C)(C)C)cc21	0.1	9.2	-0.3%	-2.8%	2.9	-5.8	0.5%	-2.4%	0.5
20	CCC(C)(NC(=O)Cc1c[nH]c2ccccc12)C(=O)NC1CCCCC1 (stereo not drawn)	0.3	4.5	5.7%	-1.1%	-7.8	-13.4	0.1%	-0.3%	-8.8
21	CCOC(=O)C1CCN(C(=O)c2cc3c(-c4ccc(OC)c(OC)c4)nn(C)c3s2)CC1	-0.6	-9.4	-3.9%	-4.1%	2.6	9.3	15.2%	0.3%	10.0
22	COc1ccc(C2NC(c3ccc(OC)cc3OC)C(C)C(=O)C2C)c(OC)c1 (stereo not drawn)	1.1	.	2.9%	-1.5%	-4.8	4.3	-1.4%	-4.3%	-3.9
23	CC(C)(C)n1ncc2c(=O)n(CC(=O)N3CCCCCC3)cnc21	1.3	3.1	-0.8%	3.7%	1.4	-21.6	2.4%	-0.7%	-6.4
24	CCOc1ccc(N(Cc2cc3ccc(C)cc3[nH]c2=O)S(C)(=O)=O)cc1	-2.0	10.8	2.5%	0.6%	2.8	-1.3	0.5%	-11.4%	10.1
25	C=CCn1cccc(C(=O)Nc2ccc(SC)cc2)c1=O	2.7	-13.5	0.9%	1.6%	-6.4	-22.2	1.5%	1.6%	-10.0
26	O=C1CCCN1c1ccc(S(=O)(=O)Nc2ccc3c(c2)OCCO3)cc1	10.5	13.4	-0.6%	-4.7%	0.2	-18.5	1.3%	?	-2.6
27	COC(=O)c1sccc1N/N=C/c1cccc(OC)c1O	7.7	0.6	-1.7%	-12.5%	6.3	-4.5	-3.1%	-8.1%	-1.9
28	CC[C@@]12C(=O)N(c3ccc(OC)cc3)C(=O)N1[C@H](c1cccc(C)c1)[C@@H]1C(=O)N(Cc3ccccc3)C(=O)[C@@H]12	5.6	0.1	4.3%	-1.4%	-4.8	19.4	1.4%	-8.4%	.
29	COCCNC(=O)CCN1C(=O)c2cccnc2Oc2ccc(C)cc21	1.4	-8.6	-7.1%	-1.2%	-0.7	9.0	2.6%	0.1%	-6.5
30	COC(=O)COc1cccc(NC(=O)c2cccs2)c1	1.4	-3.1	2.9%	1.9%	-3.8	2.8	5.6%	1.0%	9.6

# Part of the list above, reduced to D1 potentiator, RXFP1 ag and D1 antag.
no.	Molecule	D1 potentiator	RXFP1 ag	D1 antag
2	CCOc1ccc(N2C(=O)/C(=C/c3ccc(C)o3)N(C)C2=S)cc1	-7.7	-0.7%	-24.1
3	COc1ccc2cc(CN(CCCN3CCOCC3)Cc3nnnn3C3CCCC3)c(=O)[nH]c2c1	-4.8	2.4%	-5.6
4	CC(C)(C)NC(=O)NC(=O)CN1CCN(c2cccc(Cl)c2)CC1	-3.3	-0.5%	2.9

# Later entries
[31] Nc1nc(SCC(=O)Nc2cc(Cl)c(Cl)cc2Cl)n[nH]1
[32] CC(C)C(C(=O)NCC1CCCO1)N(C(=O)CNS(=O)(=O)c1ccc(F)cc1)c1ccccc1 (stereo not drawn)
[33] COCCNC(=O)C1CCCN(S(=O)(=O)c2ccc3c(c2)CC(C)N3C(=O)C2CC2)C1 (stereo not drawn)
[34] Cc1ccc(C(=O)N/C(=C\c2ccco2)C(=O)NCCc2c[nH]c3ccccc23)cc1
[35] CCOC(=O)c1c(C)[nH]c(C)c1S(=O)(=O)NCCc1ccc(SC)cc1
[36] CC1(c2ccc(Cl)cc2)NC(=O)CS1 (stereo not drawn)

compound no.	31	32	33	34	35	36
D1 ag	.	-0.5	-0.4	2.3	4.8	6.2
D2 potentiator	.	21.7	-2.6	2.8	-17.4	18.2
Vif-A3F inh	-1.9%	17.0%	0.4%	-2.4%	10.3%	5.4%
Glioma ERSR ind	3.4%	-4.1%	-2.4%	-2.6%	-4.1%	-2.6%
D1 potentiator	.	-2.7	-2.4	-7.6	3.6	-0.8
D1 antag	.	-6.0	-14.3	18.8	-5.7	-6.0
RXFP1 ag	.	0.0%	0.5%	0.3%	-0.6%	3.4%
Vif-A3G inh	-2.3%	-2.1%	1.0%	-7.3%	4.8%	0.6%
RXFP1 antagonist	-7.8	8.1	.	-6.9	12.6	-5.5

[37] Cc1ccc(NC(=O)c2c(NC(=O)C(F)(F)F)sc3c2CCCCC3)cc1
[38] COc1ccccc1Nc1c2c(nc3ccc(NC(=O)c4ccccc4F)cc13)CCCC2
[39] Cc1cccc(NS(=O)(=O)c2ccc3oc(=O)c4ncn(C)c4c3c2)c1C
[40] CCOC(=O)C1CCCN(c2c(NCC3CCCN3CC)c(=O)c2=O)C1 (stereo not drawn)
[41] CCCCSc1nnc(-c2ccc(NC(C)=O)cc2)n1C
[42] COc1ccc2nc(NC(=O)c3ccc(-n4nc(C)cc4C)cc3)sc2c1

compound no.	37	38	39	40	41	42
D1 ag	31.8*	0.0	0.1	2.2	1.4	-1.0
D2 potentiator	-1.9	-6.9	-0.9	-18.0	14.2	13.7
Vif-A3F inh	6.4%	-5.6%	-4.2%	-4.0%	0.3%	-2.8%
Glioma ERSR ind	-1.9%	-6.4%	-10.2%	-4.3%	-2.6%	-5.3%
D1 potentiator	-2.4	-4.9	-0.1	0.1	-2.2	9.3
D1 antag	-42.1*	-3.9	3.8	4.8	-6.6	10.5
RXFP1 ag	0.2%	2.3%	3.2%	0.1%	1.1%	8.8%
Vif-A3G inh	6.8%	-1.2%	2.7%	0.5%	1.1%	-6.9%
RXFP1 antagonist	-7.8	-66.1*	9.8	.	24.8	-8.0

[43] COc1ccc(Br)cc1S(=O)(=O)n1nc(C)cc1C
[44] COc1cc2c(cc1OC)-c1cc(OCc3cccnc3)nc(=O)n1CC2
[45] COCCN(Cc1cc2cc3c(cc2[nH]c1=O)OCO3)C(=O)c1cccs1
[46] Cc1cc(NC(=O)CSc2cn(C)c3ccccc23)no1
[47] CCOc1ccccc1NC(=S)NCC1CCCO1 (stereo not drawn)

compound no.	43	44	45	46	47
D1 ag	3.6	0.2	0.3	2.2	0.4
D2 potentiator	-1.2	28.1	3.9	28.6	10.0
Vif-A3F inh	-1.1%	-6.1%	.	5.4%	5.7%
Glioma ERSR ind	-3.7%	-6.9%	.	-0.5%	-2.4%
D1 potentiator	-1.2	-6.0	-5.2	.	8.5
D1 antag	-3.4	-4.9	3.0	-4.5	21.3
RXFP1 ag	5.3%	8.4%	3.1%	2.8%	1.8%
Vif-A3G inh	0.3%	-5.8%	.	2.6%	2.1%
RXFP1 antagonist	-2.4	10.0	.	9.0	-3.3

# Only part of the results is shown, so the mix of outcomes need not match the whole.
